Fh CTSL1 inh = counter-screen for PFM18AAP inhibitors: inhibitors of F. hepatica cathepsin L1; recombinant F. hepatica cathepsin L1, Z-Leu-Arg-MCA fluorescence; inhibition, % at 5.96 µM; 300,000 tested, 0.49% active; AID 1906;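 active means inhibition above the mean of all tested compounds plus 3 SD, set per screening campaign, cut at about 17% in these data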;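 further: 0% = plate median of test compound wells and 100% = 1 µM Z-Phe-Ala-diazomethylketone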
GASC-1 inh = human JMJD2C demethylase inhibition | Q9H3R0 | GST-JMJD2C(1-420) H3K9me3 demethylation, DELFIA europium | inhibition, % at 2.35 µM | 330,000 tested, 0.069% active;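 active means more than half of a compound's replicate wells show inhibition beyond 50%, single wells judged on their own value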;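 further: signal counts dimethyl H3K9 product captured on neutravidin plate; 0% = median of DMSO wells and 100% = 0.3 times that DMSO median; strong numbers were not always called active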
Target sequence (Q9H3R0 1-420 limits assumed): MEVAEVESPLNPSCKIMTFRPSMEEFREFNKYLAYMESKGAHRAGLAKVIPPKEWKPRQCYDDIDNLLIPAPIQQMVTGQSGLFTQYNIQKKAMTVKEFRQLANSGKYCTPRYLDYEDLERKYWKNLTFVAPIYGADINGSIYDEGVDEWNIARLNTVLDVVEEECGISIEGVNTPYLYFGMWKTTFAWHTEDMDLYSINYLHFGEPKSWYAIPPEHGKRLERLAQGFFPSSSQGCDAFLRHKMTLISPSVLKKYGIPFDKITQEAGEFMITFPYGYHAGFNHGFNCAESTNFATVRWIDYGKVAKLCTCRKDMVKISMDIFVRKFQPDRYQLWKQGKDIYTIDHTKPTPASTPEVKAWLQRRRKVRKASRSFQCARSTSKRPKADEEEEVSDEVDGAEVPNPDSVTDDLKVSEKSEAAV
CR mimetic SO = caloric restriction mimetics inhibiting age-related superoxide in yeast | S. cerevisiae aged cells, superoxide DHE fluorescence; active compounds read low | superoxide response (% of plate mean), % at 10 µM | 330,000 tested, 0.18% active | AID 2690;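 active means superoxide response under a set limit, about three screen SD below normal, cut at about 65% in these data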;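 further: yeast aged for seven days with compound at 30 °C before DHE staining; 100% = average MFI of all compound-treated wells on the plate with controls excluded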
core dimer inh = blocks dimerization of HCV core protein. inhibition, % at 5 µM. TR-FRET GST/Flag-core106 dimerization, 1536-well. 300,000 tested, 0.33% active;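 active means inhibition above the mean of all tested compounds plus 3 SD, set per screening campaign, cut at about 45% in these data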
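Test system: GST/Flag-tagged HCV core106 proteins; Medium: KF-containing HEPES buffer, pH 7.45, DTT, CHAPS, BSA; Times: compound-protein-antibody incubation 4 h at 22.5 °C; Detection: TR-FRET 671 and 617 nm emission; Benchmarks: wells lacking GST-core106 and wells with excess unlabelled core106.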
PP5 inh = PP5 (human) phosphatase inhibition | purified PP5c, OMFP substrate fluorescence | inhibition, % at 6.7 µM | AID 1987 | 320,000 tested, 0.18% active;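 active means inhibition above the campaign's mean inhibition across all tested compounds plus 3 SD, cut at about 9.5% in these data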;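 further: 0% = DMSO only and 100% = 100 µM cantharidin control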
PP1 counter = counter-screen for PP5 inhibitors: inhibitors of human PP1-alpha | 320,000 tested, 0.9% active | AID 2235 | purified PP1alpha, OMFP fluorescence | inhibition, % at 6.7 µM;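 active means inhibition above the mean inhibition of all tested compounds plus 3 SD, computed separately for each screening campaign, cut at about 15% in these data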
Target sequence (P62136 whole entry, looked up): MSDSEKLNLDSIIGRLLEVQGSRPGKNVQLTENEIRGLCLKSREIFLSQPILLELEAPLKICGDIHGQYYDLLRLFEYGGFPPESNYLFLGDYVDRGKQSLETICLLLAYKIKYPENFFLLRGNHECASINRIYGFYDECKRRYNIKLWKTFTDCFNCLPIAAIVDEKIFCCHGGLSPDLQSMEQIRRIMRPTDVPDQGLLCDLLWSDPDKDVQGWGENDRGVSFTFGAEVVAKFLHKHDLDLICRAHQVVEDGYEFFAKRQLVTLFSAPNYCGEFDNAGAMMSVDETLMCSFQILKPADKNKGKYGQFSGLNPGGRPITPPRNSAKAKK
ZTA DNA inh = blocks Epstein-Barr virus ZTA, an EBNA-1 counter-screen; 320,000 tested, 0.15% active; inhibition, % at 11 µM; ZTA-DNA binding, fluorescence polarization; in the data active means inhibition above about 33%
Target sequence (P03206 whole entry, looked up): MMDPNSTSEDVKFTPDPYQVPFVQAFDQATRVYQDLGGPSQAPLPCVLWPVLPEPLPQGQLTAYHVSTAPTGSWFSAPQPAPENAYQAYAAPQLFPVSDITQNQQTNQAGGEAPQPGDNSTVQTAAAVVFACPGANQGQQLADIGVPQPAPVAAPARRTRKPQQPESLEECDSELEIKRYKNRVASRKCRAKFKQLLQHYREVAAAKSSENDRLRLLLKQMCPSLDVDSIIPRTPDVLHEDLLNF
TPT1 inhibitor = C. albicans TPT1 enzyme inhibition; recombinant caTPT1, FP RNA substrate dephosphorylation; inhibition, % at 5 µM; 300,000 tested, 0.81% active; AID 1962;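 active means inhibition above the mean of all tested compounds plus 3 SD, set per screening campaign, cut at about 24% in these data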;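 further: plate controls were DMSO alone for no effect and ferristatin control at 100 nM for full effect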
EBNA-1 inhibitor = blocks EBNA-1 binding to DNA; EBNA-1 DNA binding, fluorescence polarization; inhibition, % at 14.8 µM; 300,000 tested, 0.34% active; AID 1950; in the data active means inhibition above about 28%
Numbers without * were called inactive; / = no result given.

SMILES | Fh CTSL1 inh | GASC-1 inh | CR mimetic SO | core dimer inh | PP5 inh | PP1 counter | ZTA DNA inh | TPT1 inhibitor | EBNA-1 inhibitor
COc1ccc(C(=O)Nc2ccccc2C(=O)N/N=C/c2ccco2)cc1 | -2 | -6 | 98 | -6 | -0.3 | -1 | 10 | 0 | -8
O=C1c2ccccc2NC(c2ccccc2)N1Cc1ccccc1 (stereo not drawn) | -2 | 0 | 89 | -3 | 2.9 | 0 | -20 | -2 | -2
CSc1ccccc1NC(=O)c1cc(S(=O)(=O)N(C)C)ccc1N1CCCC1 | -4 | -3 | 97 | 6 | -0.8 | -1 | -3 | 1 | -5
Cc1nn(-c2ccccc2)c(C)c1NC(=O)Cc1cccs1 | 3 | -8 | 104 | 8 | -0.5 | -5 | 1 | 0 | 10
Cc1cc([N+](=O)[O-])c(NC2CCCCC2)c([N+](=O)[O-])c1 | 5 | -7 | 92 | 3 | 2.9 | 0 | -5 | 4 | -22
CC(=O)Nc1ccc(N(C(=O)CNC(=O)c2ccco2)C(C(=O)NCc2ccco2)c2ccccc2)cc1 (stereo not drawn) | 0 | 15 | 84 | -1 | -0.5 | -5 | -6 | 2 | -8
Cc1ccc(C)c(OCCOCCN2CCOCC2)c1 | 1 | 0 | 112 | 0 | 1.5 | -7 | -6 | 4 | -3
Cc1ccc(-c2nnc(C)c(N3CC(C)OC(C)C3)n2)cc1 (stereo not drawn) | 1 | 3 | 93 | -6 | -0.9 | -3 | 12 | 7 | 0
Cc1ccc(N2CC(C(=O)Nc3ccccc3C(=O)NC3CCCCC3)CC2=O)cc1C (stereo not drawn) | 0 | -20 | 103 | -17 | 0.1 | 0 | -2 | 0 | 2
CCOC(=O)N1CCN(C(=O)NC2CCCCC2)CC1 | -3 | -5 | 108 | 2 | 2.4 | 1 | -4 | 4 | 1
CCCC12CN3CC(C)(CN(C1)C3c1ccc3c(c1)OCO3)C2=O (stereo not drawn) | -3 | -2 | 114 | -4 | 1.3 | 0 | 6 | -3 | 8
O=C(NCc1ccncc1)c1ccc(Cn2cc(C(F)(F)F)ccc2=O)cc1 | 0 | -4 | 108 | -2 | 5.5 | -3 | 8 | -2 | 5
Cc1ccccc1NC(=O)CCNS(=O)(=O)c1ccc2[nH]c(=O)oc2c1 | 0 | -6 | 107 | 11 | 0.1 | -4 | 18 | 0 | 13
O=C(c1ccc(F)cc1)N(c1ccccn1)C1CCCCC1 | -1 | 15 | 95 | 0 | -1.6 | -1 | 10 | 2 | 12
O=C(CCN1C(=O)/C(=C/c2ccc3c(c2)OCO3)SC1=S)NNC(=O)c1cccnc1 | 1 | 15 | 93 | -5 | 1.9 | 1 | -8 | 0 | -3

Nine compounds from above, ordered by molecular weight, rising:
SMILES | Fh CTSL1 inh | GASC-1 inh | CR mimetic SO | core dimer inh | PP5 inh | PP1 counter | ZTA DNA inh | TPT1 inhibitor | EBNA-1 inhibitor
Cc1ccc(C)c(OCCOCCN2CCOCC2)c1 | 1 | 0 | 112 | 0 | 1.5 | -7 | -6 | 4 | -3
CCOC(=O)N1CCN(C(=O)NC2CCCCC2)CC1 | -3 | -5 | 108 | 2 | 2.4 | 1 | -4 | 4 | 1
Cc1ccc(-c2nnc(C)c(N3CC(C)OC(C)C3)n2)cc1 (stereo not drawn) | 1 | 3 | 93 | -6 | -0.9 | -3 | 12 | 7 | 0
Cc1nn(-c2ccccc2)c(C)c1NC(=O)Cc1cccs1 | 3 | -8 | 104 | 8 | -0.5 | -5 | 1 | 0 | 10
O=C1c2ccccc2NC(c2ccccc2)N1Cc1ccccc1 (stereo not drawn) | -2 | 0 | 89 | -3 | 2.9 | 0 | -20 | -2 | -2
CCCC12CN3CC(C)(CN(C1)C3c1ccc3c(c1)OCO3)C2=O (stereo not drawn) | -3 | -2 | 114 | -4 | 1.3 | 0 | 6 | -3 | 8
COc1ccc(C(=O)Nc2ccccc2C(=O)N/N=C/c2ccco2)cc1 | -2 | -6 | 98 | -6 | -0.3 | -1 | 10 | 0 | -8
Cc1ccccc1NC(=O)CCNS(=O)(=O)c1ccc2[nH]c(=O)oc2c1 | 0 | -6 | 107 | 11 | 0.1 | -4 | 18 | 0 | 13
O=C(CCN1C(=O)/C(=C/c2ccc3c(c2)OCO3)SC1=S)NNC(=O)c1cccnc1 | 1 | 15 | 93 | -5 | 1.9 | 1 | -8 | 0 | -3

Going on with the list.
SMILES | Fh CTSL1 inh | GASC-1 inh | CR mimetic SO | core dimer inh | PP5 inh | PP1 counter | ZTA DNA inh | TPT1 inhibitor | EBNA-1 inhibitor
O=C(COC(=O)C(Cc1ccccc1)NC(=O)c1ccc(Cl)cc1)c1ccc(Cl)cc1 (stereo not drawn) | -4 | -1 | 90 | 8 | 2.8 | 8 | -1 | -4 | 2
CN1C(N)=NC(=O)/C1=C/c1ccc(F)cc1 | -2 | -19 | 109 | 2 | -0.5 | -4 | -1 | 0 | -3
O=C(CC1CC2CCC1C2)OCC(=O)c1c[nH]c2ccccc12 (stereo not drawn) | 2 | -4 | 105 | -7 | 3.1 | 2 | 8 | -2 | 10
Cc1sc2ncnc(N(C)C3CCCCC3)c2c1C | -5 | 4 | 100 | 0 | 2.4 | 1 | -20 | 0 | 2
CC1CCCCN1S(=O)(=O)c1ccc(C(=O)Nc2nnc(-c3ccco3)o2)cc1 (stereo not drawn) | 0 | -1 | 102 | 3 | 3.0 | 14 | 12 | 2 | -4
CCOC(=O)C=Nc1c(N)n(C)c(=O)n(C)c1=O | 2 | -10 | 92 | -5 | -3.3 | -4 | 24 | -4 | 1
CN1CC(=O)N/C1=N\C(=O)Nc1ccc2c(c1)N(C)C(=O)CS2 | -7 | 1 | 101 | 1 | 1.4 | -4 | -21 | -6 | 0
CC1Cc2ccccc2N1C(=O)c1ccc2snnc2c1 (stereo not drawn) | -1 | -1 | 96 | 2 | 1.3 | -5 | 2 | 1 | 1
Cc1nc(SCc2cccc(C(=O)O)c2)nc2c1CCCC2 | -2 | 13 | 97 | -1 | 2.5 | -5 | 14 | -1 | 3
COc1ccc(N2CCC(CNC(=S)Nc3c(C)cccc3C)C2)cc1 (stereo not drawn) | -2 | 40 | 103 | -5 | 1.1 | -1 | -5 | -2 | 2
COc1ccccc1CNC(=O)COC(=O)Cc1ccc(F)cc1 | 0 | -15 | 99 | 1 | 0.2 | -2 | -3 | 1 | -15
Cc1cccc(C(=O)Nc2nnc(Cc3ccccc3)s2)c1 | 1 | -5 | 103 | 1 | 3.4 | 4 | 8 | 1 | 1
CC(C)CC(=O)Nc1ccc(C(=O)CN2CCC(C)CC2)cc1 | 1 | -8 | 90 | 3 | -0.8 | -1 | 13 | 4 | 5
Cc1ccc(NC(=O)C2CCCCC2C(=O)O)cc1Cl (stereo not drawn) | 1 | -16 | 86 | -2 | -0.9 | 1 | 1 | -3 | -11
O=C(CCCc1nc(-c2ccccc2Cl)no1)NC1CCCC1 | 0 | -6 | 112 | 8 | 2.4 | -3 | 16 | 2 | -1
C/C(=N\NS(=O)(=O)c1ccc(C)c([N+](=O)[O-])c1)c1cccs1 | -2 | -7 | 94 | -2 | 1.8 | -2 | 9 | -2 | -10
COCCCNC(=S)N1CCN(c2ccccc2)CC1 | 2 | 1 | 105 | -2 | 1.7 | 1 | 11 | -2 | -4
CCCCC1=NN2CCS(=O)(=O)N=C2S1 | 14 | -4 | 95 | 5 | -0.4 | -1 | 10 | -2 | 2
CC[n+]1c(/C=C/N(C)c2ccccc2)n(-c2ccccc2)c2ccc(-c3nc4ccccc4s3)cc21 | 2 | -31 | 107 | -8 | 1.5 | 36* | 42* | 9 | 15
O=C(Nc1nccs1)C(=O)c1c[nH]c2ccccc12 | -5 | -4 | 119 | 3 | -0.4 | -7 | -11 | 3 | -18
N=C(N)N1CCc2ccccc21 | -2 | 3 | 112 | 0 | -1.6 | 1 | -7 | 1 | 5
CCCC1CC(=O)OC1(C)C(=O)CSc1n[nH]c(-c2ccccc2)n1 (stereo not drawn) | -2 | 6 | 102 | -6 | 0.9 | -3 | 9 | 3 | 2
O=C(c1ccc2c(=O)n3c(nc2c1)CCCCC3)N1CCN(C(c2ccccc2)c2ccccc2)CC1 | -4 | -10 | 97 | 18 | 5.6 | 6 | -14 | -1 | -12
CCOC(=O)C1=C(O)C(=O)N(c2ccc(S(N)(=O)=O)cc2)C1c1cccc([N+](=O)[O-])c1 (stereo not drawn) | -3 | -22 | 94 | -1 | -0.7 | 8 | 5 | 2 | -18
CCC(Cc1ccccc1)NC(=O)CN(C)S(=O)(=O)c1ccc2c(c1)c(=O)n(C)c(=O)n2C (stereo not drawn) | 2 | 12 | 97 | 3 | -2.1 | -1 | 1 | -3 | 2
COc1ccccc1/C=C/C(=O)N1CCc2cc(OC)c(OC)cc2C1C (stereo not drawn) | -3 | 7 | 103 | 10 | 2.3 | -3 | -4 | -2 | 6
O=C(CCCC(=O)OCC(F)(F)C(F)F)Nc1ccc(NC(=O)CCCC(=O)OCC(F)(F)C(F)F)cc1 | -3 | 8 | 78 | 3 | 2.4 | -1 | -7 | 2 | 2
N#C/C(=C\c1cccc(Cl)c1)c1n[nH]c(Cn2cncn2)n1 | 4 | 26 | 95 | 0 | -1.7 | 0 | 4 | -1 | 2
Cc1ccc(SCc2cc(=O)n3[nH]c(C)nc3n2)cc1 | -1 | 6 | 100 | -2 | 0.4 | -1 | -1 | 0 | 7
Cc1ccc(OCCN2CCN(C(=O)CCC(=O)Nc3nnc(C)s3)CC2)cc1 | -2 | / | 108 | -4 | 0.1 | -5 | -7 | -2 | -9
CCN(CC)S(=O)(=O)c1ccc(O)c(C(=O)OCC(=O)N(C)Cc2ccccc2)c1 | 1 | -3 | 96 | 3 | 0.4 | 2 | 6 | -2 | -5
Cc1ccccc1N1CCN(S(=O)(=O)c2nnc(NC(=O)c3ccco3)s2)CC1 | 2 | 7 | 96 | 29 | 2.2 | 6 | 6 | -2 | 11
N/C(CS(=O)(=O)c1ccc(F)cc1)=N\O | -6 | -10 | 94 | -1 | 1.0 | -2 | -1 | 2 | -1
COc1ccc(CSc2cccc3cccnc23)cc1[N+](=O)[O-] | -8 | 3 | 100 | -2 | 1.0 | 0 | 1 | -1 | -13
CCCCc1ccc(N=N/C(C(=O)Nc2ccccc2OC)=C(/C)O)cc1 | 1 | 6 | 88 | -7 | 0.0 | -5 | -9 | -5 | 3
COc1cc(NC(=S)NC(=O)c2cc(C)cc(C)c2)ccc1NC(=O)c1cccs1 | 1 | -5 | 92 | 18 | 2.2 | 1 | 9 | 0 | 70*
O=C(NCc1ccccc1)C(c1ccc(O)cc1)N(C(=O)Cn1nnc(-c2cccs2)n1)c1ccc2c(c1)OCCO2 (stereo not drawn) | -2 | 0 | 87 | 4 | 3.7 | 4 | 13 | -2 | 12
COc1ccccc1C(=O)NCCC(=O)Nc1ccc(S(=O)(=O)N2CC(C)CC(C)C2)cc1 (stereo not drawn) | / | -5 | 105 | / | 4.5 | 2 | 1 | / | /
CCNC(=O)CN(c1ccccc1)S(=O)(=O)c1ccc(Cl)cc1 | -1 | 15 | 85 | -1 | 1.6 | -1 | 12 | -5 | 2
O=c1ccc(-c2n[nH]c(=S)n2-c2ccc(F)c(Cl)c2)n[nH]1 | -5 | -2 | 101 | -4 | 2.6 | -16 | 9 | 6 | -25
CCOc1cc(/C=C(\C#N)C(N)=O)ccc1OCc1c(C)no[n+]1[O-] | -1 | 5 | 107 | -1 | -1.0 | -2 | 11 | -1 | -16

High-throughput results deposited in PubChem by several laboratories.
